High-throughput results: PubChem BioAssay, National Center for Advancing Translational Sciences (NCATS)
Mito fusion act: qHTS Assay for Small Molecule Inhibitors of Mitochondrial Division or Activators of Mitochondrial Fusion. Potency, µM (series often up to 46.1 µM), for the others: at the highest dose growth rescue (activation), hits mostly activators. hit rate 0.23% among 320,000. S. cerevisiae fusion-defective mutant growth rescue, CellTiterGlo 48 h;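 further: potency means the concentration at half of the fitted maximal effect; % of control where 0% means no effect; nearly all actives have a fitted effect of over 45% in size; temperature-sensitive fusion mutants such as fzo1-1 at 37 °C on non-fermentable ethanol glycerol medium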
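Temperature-sensitive fusion-defective S. cerevisiae (e.g. fzo1-1, mgm1-5) were grown with compound in YPEG medium (3% ethanol, 3% glycerol) for 48 hours at 37C. Growth rescue was measured as viability by CellTiterGlo luminescence after 10 minutes at ambient.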
B2AR arrestin: qHTS assay of beta-arrestin-biased ligands of beta2-adrenergic receptor; Beta-2 adrenergic receptor (Homo sapiens), P07550; hit rate 0.02% among 330,000; AID 492947, 2010; Potency, µM (doses to about 46.1 µM), inactives show at the highest dose activation, usual class: activators; beta-arrestin recruitment to beta2AR, cell-based reporter;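 further: potency means the concentration at half of the fitted maximal effect; 0% = DMSO controls and full agonism = EC100 isoproterenol or metaproterenol; nearly all actives have a fitted effect of over 65% in size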
Target sequence (P07550 whole entry, looked up): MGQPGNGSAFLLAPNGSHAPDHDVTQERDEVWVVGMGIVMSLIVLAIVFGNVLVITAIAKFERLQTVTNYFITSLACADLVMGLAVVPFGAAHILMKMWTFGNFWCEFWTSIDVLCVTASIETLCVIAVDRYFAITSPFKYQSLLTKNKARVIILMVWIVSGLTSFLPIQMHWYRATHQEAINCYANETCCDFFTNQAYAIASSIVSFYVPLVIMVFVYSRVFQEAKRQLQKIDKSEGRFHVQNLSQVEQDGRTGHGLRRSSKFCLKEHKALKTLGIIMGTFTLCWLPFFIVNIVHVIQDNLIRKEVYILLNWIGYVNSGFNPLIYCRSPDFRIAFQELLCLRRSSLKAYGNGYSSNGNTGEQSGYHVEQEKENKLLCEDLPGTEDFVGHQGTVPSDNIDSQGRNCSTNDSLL
USP2a inh: qHTS Assay for Inhibitors of Ubiquitin-specific Protease USP2a Using CHOP2 as the Reporter; Ubiquitin carboxyl-terminal hydrolase 2 (Homo sapiens), O75604; USP2 core, Ub-CHOP2 coupled fluorogenic reporter, 485/531; Potency, µM (top dose mostly 38.3 µM), without a hit: at the highest dose activity change, negative = inhibition, hits mostly inhibitors; hit rate 0.01% among 330,000; AID 463254, 2010;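 further: potency means the concentration at half of the fitted maximal effect; plate controls were DMSO wells for no effect and full inhibition by NEM control for full effect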
Target sequence (O75604 whole entry, looked up): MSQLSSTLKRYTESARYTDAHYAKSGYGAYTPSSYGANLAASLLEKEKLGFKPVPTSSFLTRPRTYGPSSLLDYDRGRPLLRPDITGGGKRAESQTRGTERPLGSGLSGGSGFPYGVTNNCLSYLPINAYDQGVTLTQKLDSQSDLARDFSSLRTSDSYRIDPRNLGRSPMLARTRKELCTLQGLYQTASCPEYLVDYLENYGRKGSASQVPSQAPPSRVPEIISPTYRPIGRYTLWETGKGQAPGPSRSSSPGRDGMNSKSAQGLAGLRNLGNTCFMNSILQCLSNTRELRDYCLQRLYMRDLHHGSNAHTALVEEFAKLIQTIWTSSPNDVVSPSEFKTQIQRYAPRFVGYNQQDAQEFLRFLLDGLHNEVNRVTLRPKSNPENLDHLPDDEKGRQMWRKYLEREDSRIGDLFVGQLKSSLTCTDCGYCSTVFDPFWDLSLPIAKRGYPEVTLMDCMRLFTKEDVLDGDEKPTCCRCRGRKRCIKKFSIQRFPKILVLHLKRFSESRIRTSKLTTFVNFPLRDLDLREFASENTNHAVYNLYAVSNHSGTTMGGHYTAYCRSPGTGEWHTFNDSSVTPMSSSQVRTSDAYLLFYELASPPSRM
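Cell-free coupled assay: 10nM USP2 core preincubated 30min RT with compound in Tris-HCl pH 8.0/CaCl2/CHAPS buffer, then 25nM Ub-CHOP2 and 25nM reporter substrate; fluorescence (Ex 485/Em 531) read after 60min RT, normalized to NEM inhibition, concentration-response curves fitted.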
TSG101-PTAP inh: qHTS Assay for Iinhibitors of HIV-1 Budding by Blocking the Interaction of PTAP/TSG101. Tumor susceptibility gene 101 protein (Homo sapiens), Q99816. Fluorescence polarization, FITC-PTAP peptide / Tsg101 binding. Potency, µM (series often up to 115 µM), inactives show at the top dose activity change, negative = inhibition, usual class: inhibitors. 340,000 tested, under 10 active; active means well fitted inhibition curve with a large enough effect in the main read-out, with a control signal flat, not every such curve was filed as active; inconclusive means small, poorly fitted or top-dose-only effect, or effect the other way, or a change in a side signal; inactive means no such curve, though single readings can be large or run the other way; further: potency means the concentration at half of the fitted maximal effect; % of control where 0% means no effect
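Steps: Tsg101 binding domain dispensed (10 uM final), compounds pinned in DMSO, FITC-labeled PTAP-motif peptide added (50 nM final); after 20 min binding at room temperature, polarization measured.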
Chronic BCR inh: qHTS Assay to Find Inhibitors of Chronic Active B-Cell Receptor Signaling. hit rate 0.05% among 340,000. Potency, µM (top dose mostly 46.1 µM), without a hit: at the highest dose ratio change, negative = lower green/red ratio, actives largely listed as inhibitors. ABC-DLBCL IkBa-CBG/CBR reporter, luminescence ratio, 4 h; active means well fitted inhibition curve with a large enough effect in the signal ratio, with a control signal flat, not every such curve was filed as active; inconclusive means small, poorly fitted or top-dose-only effect, or effect the other way, or a change in a side signal; the % refers to the signal ratio;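 further: potency means the concentration at half of the fitted maximal effect; plate controls were basal doxycycline-induced cells for no effect and cells given 10 µM MG132 for full effect; MG132 reads +100%, hits lower the ratio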
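Concentration-response series (up to 46 uM) were applied to TMD8 dual-reporter cells for 4 h at 37C with doxycycline. Green/red ratio, after filter-overlap correction, defined %Activity; red signal alone was normalised to basal cells and zero luminescence.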
TSHR antagonist: Antagonists of the Thyroid Stimulating Hormone Receptor: HTS campaign; hit rate 0.2% among 330,000; TSHR-expressing cells, TSH-stimulated cAMP HTRF, 2 h; hits give low values; activity change, negative = inhibition, % at 11.5 µM;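 active means activity change below a set negative limit, meaning inhibition stronger than a set level, cut at about -70% in these data; inconclusive means activity change between two set negative limits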; further: on the % scale 0 is the no-effect control and ±100 the full control effect
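Read-out is FRET at 665 nm (cryptate excitation 337 nm) from a cryptate-tagged anti-cAMP antibody, competed by cell cAMP against cAMP-d2. Compounds are tested on freshly harvested TSHR cells challenged with 4nM TSH (EC80) for 2 hours at 37 deg C.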
TCR activator: Activators of T cell receptors: qHTS campaign; 330,000 tested, under 10 active; Potency, µM (top dose mostly 9.22 µM), inactives show at the top dose activation of IL-2 secretion, hits mostly activators; primary human leukocytes, anti-CD3, IL-2 HTRF, 48 h; further: % of control where 0% means no effect
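Human primary leukocytes + a-CD3 beads + cpd, 48 hr; IL-2 in supernatant by HTRF (ex 320nm / em 665nm). No co-stimulatory signal supplied.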
uPA surface inh: qHTS for Inhibitors of Cell Surface uPA Generation; Potency, µM (series often up to 38.3 µM), inactives show top-dose activity change, negative = inhibition, hits mostly inhibitors; hit rate 0.31% among 330,000; cell surface uPA generation assay, qHTS; active means well fitted inhibition curve with a large enough effect; inconclusive means small, poorly fitted or top-dose-only effect; inactive means no such curve, though single readings can be large or run the other way; tested in mouse RAW 264.7 cells; further: potency means the concentration at half of the fitted maximal effect; on the % scale 0 is the no-effect control and ±100 the full control effect; nearly all actives have a fitted effect of over 55% in size
Eya2 inh: qHTS Assay for Inhibitors of the Phosphatase Activity of Eya2; Protein phosphatase EYA2 (Homo sapiens), O00167; recombinant Eya2, OMFP fluorescence dephosphorylation (OMFP is methylfluorescein phosphate); hit rate 0.006% among 330,000; Potency, µM (titrated, usually from 76.9 µM), without a hit: at the highest dose activity, negative = inhibition, actives largely listed as inhibitors; further: potency means the concentration at half of the fitted maximal effect; on the % scale 0 is the no-effect control and ±100 the full control effect
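Eya2 protein (added as 0.2 uM solution) was preincubated with compound for 10 min at ambient temperature in 50 mM HEPES pH 7.5, 50 mM NaCl, 5 uM MgCl2, 0.05% BSA, 1 mM DTT. OMFP (added at 50 uM) then reacted 10 min; fluorescence read at 485/525 nm.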
Tb PFK block: qHTS Assay to Find Inhibitors of T. brucei phosphofructokinase; hit rate 0.17% among 330,000; ATP-dependent 6-phosphofructokinase (Trypanosoma brucei brucei), O15648; Potency, µM (highest dose often 57.5 µM), inactives show at the top dose activity, negative = inhibition, actives largely listed as inhibitors; AID 485367, 2010; T. brucei PFK, ADP-Glo luminescence;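 further: potency means the concentration at half of the fitted maximal effect; 0% = uninhibited 1x PFK enzyme wells and -100% = no-enzyme wells; nearly all actives have a fitted effect of over 60% in size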
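In TEA buffer at pH 8.0 with 5 mM MgCl2, enzyme (1.25 nM) converted F6P (0.5 mM) and ATP (0.1 mM) for 45 min at room temperature. ADP product was read by luciferase luminescence.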
ELG1 DNA repair: qHTS screen for small molecules that inhibit ELG1-dependent DNA repair in human embryonic kidney (HEK293T) cells expressing luciferase-tagged ELG1. HEK293T ELG1-luciferase reporter, luminescence, 16 h; DNA damage induced by 5-fluorouridine. Potency, µM (titrated, usually from 46.1 µM), inactives show at the highest dose activity change, negative = inhibition, hits mostly inhibitors. hit rate 2.3% among 330,000. AID 504467, 2011; further: potency means the concentration at half of the fitted maximal effect; on the % scale 0 is the no-effect control and ±100 the full control effect; nearly all actives have a fitted effect of over 55% in size
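Luminescence from the luciferase reporter, measured 30 min after ONE-Glo reagent at room temperature, was the read-out. Beforehand, 2,000 cells per well were exposed for 16 hr at 37 °C to 5-fluorouridine together with compound or vehicle.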
An asterisk follows results filed as active; ? = inconclusive; . = not tested or not shown; [ ] = another dose, or the depositor's remark. Unless noted, the call rests on the fitted dose curve; in most records, active means well fitted curve in the direction sought with a large enough effect; inconclusive means small, poorly fitted or top-dose-only effect, or another doubt; inactive means no such curve, though single readings can be large; an effect the other way counts as inactive or inconclusive.

smiles	Mito fusion act	B2AR arrestin	USP2a inh	TSG101-PTAP inh	Chronic BCR inh	TSHR antagonist	TCR activator	uPA surface inh	Eya2 inh	Tb PFK block	ELG1 DNA repair
Cc1ccc(/C=C2/NC(=O)N(Cc3ccccc3F)C2=O)o1	-1%	4.5%	0%	6%	-15%	12	0%[46.1 µM]	-8%	-5%	?	24%
CCOC(=O)c1c(C)[nH]c(C(=O)COC(=O)c2ccc([N+](=O)[O-])o2)c1C	.	0.3%	2%	-2%	?	10	0%	-10%	-14%	5%	17%
Cc1noc(C)c1NC(=O)N(C)C[C@H]1Oc2c(NC(=O)C3CC3)cccc2C(=O)N([C@H](C)CO)C[C@@H]1C	.	0.2%	1%	0%	0%	-1	-3%	7%	15%	11%	15%
COc1ccc(NC(=O)N2CCCC(C(=O)Nc3ccccc3OC)C2)cc1 (configuration not stated)	10%	0.2%	-1%	-7%	-8%	-2	-3%	-1%	-9%	-1%	1%
Cc1nn(-c2ccc3nnc(Br)n3n2)c(C)c1Br	0%	-0.9%	0%	.	0%	-8	.	.	-6%	4%	2%
CC(CCc1ccccc1)NC(=O)CCNS(=O)(=O)c1ccccc1 (configuration not stated)	3%	-0.1%	0%	-8%	-4%	1	-5%	6%	15%	-1%	-1%
O=C(Cn1nc(-c2ccco2)ccc1=O)Nc1ccc(Cl)c(Cl)c1	5%	-0.8%	-12%	-3%	13%	37	7%	-1%	-34%	?	-6%
CCC(C(=O)c1ccc(O)cc1)c1ccccc1 (configuration not stated)	17%	-0.1%	-1%	-3%	-1%	-10	-5%	-1%	-25%	1%	-1%
CC(C)CCNc1nc2c(c(=O)[nH]c(=O)n2C)n1CC(O)COC(C)C (configuration not stated)	-1%	0.1%	-1%	-1%	-1%	9	-3%	1%	-23%	13%	-16%
COc1ccc(-c2oc3ccccc3c(=O)c2OCC(=O)O)cc1	6%	0.0%	0%	-4%	?	-10	-1%	-1%	6%	?	7%
CCN(CC)S(=O)(=O)c1cccc(NC(=O)CN2C(=O)c3ccc([N+](=O)[O-])cc3C2=O)c1	-4%	-0.6%	5%	1%	-2%	-3	3%[46.1 µM]	-1%	-12%	2%	3%
OCC[C@@H]1C[C@@H](O)[C@H](O)[C@@]2(OCc3ccccc32)O1	3%	0.4%	1%	0%	?	-14	-8%	1%	-7%	-1%	-2%
N#Cc1ccc(-c2ccc(F)cc2)nc1Oc1ccccc1	2%	0.3%	4%	-6%	1%	3	-1%	.	3%	5%	1%
CC(=O)NC1=NN(C(C)=O)C2(S1)C(=O)N(C(C)C)c1ccc(C)cc12 (configuration not stated)	-2%	-1.0%	3%	-1%	0%	11	7%	2%	-4%	-5%[0.46 µM]	7%
COc1ccc(CC(NC(C)=O)C(=O)NC2CCN(c3c4c(nc5ncnn35)CCC4)CC2)cc1 (configuration not stated)	-2%	-0.5%	1%	-4%	-1%	6	-6%	3%	-11%	0%	3%
Cc1cccc(N(C(=O)Cn2nnc3ccccc32)C(C(=O)NCc2ccco2)c2ccncc2)c1C (configuration not stated)	-2%	0.0%	-1%	1%	2%	-9	-10%	-1%	-5%	-6%	-5%
COc1ccc(C(=O)N[C@H](C(=O)OCc2nc3ccsc3c(=O)[nH]2)C(C)C)cc1	-2%	0.0%	-1%	-4%	11%	1	1%	-1%	10%	-6%	11%
COC(=O)c1ccc(C(=S)N2CCCCC2)cc1	-4%	-0.3%	2%	-3%	5%	-6	-1%	3%	6%	0%	7%
CC(C)=CC(=O)Nc1nnc(C)s1	-2%	4.2%	1%	0%	0%	-1	-3%[46.1 µM]	1%	-2%	0%	?
CCOc1ccc(-c2c(C(=O)N/N=C(\C)c3cccs3)nnn2-c2nonc2N)cc1	-19%	-0.9%	5%	-5%	8%	15	-3%	3%	0%	4%	?

Pulled by compound from the list above (3):
smiles	Mito fusion act	B2AR arrestin	USP2a inh	TSG101-PTAP inh	Chronic BCR inh	TSHR antagonist	TCR activator	uPA surface inh	Eya2 inh	Tb PFK block	ELG1 DNA repair
COc1ccc(CC(NC(C)=O)C(=O)NC2CCN(c3c4c(nc5ncnn35)CCC4)CC2)cc1 (configuration not stated)	-2%	-0.5%	1%	-4%	-1%	6	-6%	3%	-11%	0%	3%
OCC[C@@H]1C[C@@H](O)[C@H](O)[C@@]2(OCc3ccccc32)O1	3%	0.4%	1%	0%	?	-14	-8%	1%	-7%	-1%	-2%
CC(=O)NC1=NN(C(C)=O)C2(S1)C(=O)N(C(C)C)c1ccc(C)cc12 (configuration not stated)	-2%	-1.0%	3%	-1%	0%	11	7%	2%	-4%	-5%[0.46 µM]	7%

Next section
smiles	Mito fusion act	B2AR arrestin	USP2a inh	TSG101-PTAP inh	Chronic BCR inh	TSHR antagonist	TCR activator	uPA surface inh	Eya2 inh	Tb PFK block	ELG1 DNA repair
COc1ccc(N2CCN(S(=O)(=O)CCNC(=O)Cc3ccc([N+](=O)[O-])cc3)CC2)cc1	-6%	-0.3%	5%	0%	?	-15	0%	5%	4%	1%	?
CCNc1cc(O)ccc1C	-2%	-0.5%	19%	-10%	?	8	9%	11%	26%	1%	22%
CC(C)(C)SCCNC(=O)CN(c1ccccc1)S(=O)(=O)c1ccccc1	-3%	0.0%	-3%	-3%	0%	-7	-2%	-4%	-4%	0%	5%
Cc1ccc(OCC(=O)Nc2ccc(N3CCN(C(=O)c4ccc(C)cc4)CC3)cc2)cc1	-15%	0.3%	0%	-2%	8%	-5	.	-8%	6%	2%	?
O=C(CSc1n[nH]c(-c2ccncc2)n1)Nc1ccc(Cl)c(Cl)c1	1%	-0.7%	1%	-7%	?	-21	-5%	-1%	-10%	-3%	?
Cc1cccc(C(=O)O/N=C/c2ccc(Br)cc2)c1	-6%	0.2%	-1%	2%	4%	-10	-9%	-1%	1%	-5%	?
Cc1nc2sc(C(c3cccc(F)c3)N3CCOCC3)c(O)n2n1 (configuration not stated)	-5%	0.0%	1%	-8%	5%	-2	0%	6%	16%	-1%	8%
CCCCN1CC(=O)N2[C@H]3c4ccccc4OC[C@@H]3[C@H](C(=O)OCC)[C@]2(C)C1=O	.	-0.2%	4%	-2%	-1%	-1	-5%	-5%	11%	0%	17%
Cc1ccnc(N2C(=O)c3ccccc3C2=O)c1	-1%	-1.4%	-1%	0%	0%	1	1%	0%	-26%	-5%	0%
CS(=O)(=O)N1CCc2cc(-c3csc(NC(=O)C(c4ccccc4)c4ccccc4)n3)ccc21	1%	0.0%	-1%	-1%	12%	4	-6%	4%	0%	-4%	10%
COc1ccc(NC(=O)CN2CCC(NC(=O)C3CCCCC3)CC2)cc1	-1%	-0.5%	3%	0%	2%	-9	-1%	5%	15%	-2%	-8%
O=C(NCc1ccc(F)cc1)c1c(O)c2cccc3c2n(c1=O)CCC3	5%	0.4%	-1%	-3%	-1%	12	-4%	1%	1%	-1%	-3%
O=C(CN1C(=O)NC2(CCCCC2)C1=O)Nc1ccccc1N1CCCC1	-5%	0.5%	0%	-1%	?	2	1%	6%	-8%	0%	14%
